# Bioassay records deposited in PubChem BioAssay by The Scripps Research Institute Molecular Screening Center.
# ZTA counter: counter-screen for EBNA-1 inhibitors: inhibitors of Epstein-Barr virus ZTA. P03206. ZTA-DNA binding, fluorescence polarization. inhibition, % at 11 µM. actives 0.15% (n = 320,000). AID 2234; in the data active = inhibition above about 33%
# Target sequence (P03206 whole entry, looked up): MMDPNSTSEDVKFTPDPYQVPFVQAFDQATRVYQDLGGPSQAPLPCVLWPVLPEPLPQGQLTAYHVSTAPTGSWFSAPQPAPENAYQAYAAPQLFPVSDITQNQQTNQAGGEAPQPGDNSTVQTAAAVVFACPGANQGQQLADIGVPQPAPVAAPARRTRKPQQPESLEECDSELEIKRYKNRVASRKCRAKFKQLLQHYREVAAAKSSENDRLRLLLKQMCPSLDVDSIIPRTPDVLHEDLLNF
# EBNA-1 inh: EBNA-1 DNA-binding inhibitors, primary screen, biochemical, fluorescence polarization; actives 0.34% (n = 300,000); inhibition, % at 14.8 µM; in the data active = inhibition above about 28%
# PAD4 FP inh: human PAD4 inhibitors, primary screen, biochemical, fluorescence polarization, 1536-well format | Protein-arginine deiminase type-4 (Homo sapiens), Q9UM07 | recombinant PAD4, RCA probe fluorescence polarization | inhibition, % at 6.36 µM | actives 0.41% (n = 330,000) | AID 485272, 2010;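 active = percent inhibition above a cutoff equal to the mean of all tested compounds plus 3 SD, cut at about 15% in these data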;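 also: 0% = PAD4 with RCA probe and DMSO and 100% = probe without PAD4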
# PAFAH2 inh: PAFAH2 enzyme inhibitors, primary screen, biochemical, fluorescence polarization, human; recombinant PAFAH2, FP-rhodamine activity probe; inhibition, % at 3.39 µM; actives 0.99% (n = 340,000); AID 492956, 2010;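 active = inhibition above the mean over all tested compounds plus 3 SD, cut at about 30% in these data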;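 also: inhibitors block probe labeling of enzyme so polarization drops; 0% = enzyme with DMSO and 100% = wells lacking PAFAH2 protein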
# GSTO1 inh: inhibitors of recombinant GSTO1, primary screen, counter-screen for RBBP9 inhibitor project, biochemical, fluorescence polarization. Glutathione S-transferase omega-1 (Homo sapiens), P78417. activity-based probe fluorescence polarization. inhibition, % at 5.96 µM. actives 1.1% (n = 300,000);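 active = inhibition above the campaign mean inhibition plus 3 SD, cut at about 35% in these data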;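 also: 0% = GSTO1-1 with DMSO and 100% = wells lacking GSTO1-1 enzyme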
# PAFAH1B3 FP inh: PAFAH1B3 enzyme inhibitors, primary screen, biochemical, fluorescence polarization, human; Platelet-activating factor acetylhydrolase IB subunit alpha1 (Homo sapiens), Q15102; recombinant PAFAH1B3, FP-rhodamine probe; inhibition, % at 3.39 µM; actives 0.28% (n = 340,000); AID 492972, 2010;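 active = inhibition above the screen-wide average of all tested compounds plus 3 SD, cut at about 25% in these data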;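 also: 0% = enzyme with DMSO only and 100% = wells lacking PAFAH1B3 protein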
# LYPLA2 inh: LYPLA2 inhibitors, primary screen, counter-screen for PME1 inhibitor project, biochemical, fluorescence polarization, FP-Rh probe ABPP; actives 0.38% (n = 320,000); AID 2177, 2009; inhibition, % at 5.9 µM; recombinant LYPLA2; Acyl-protein thioesterase 2 (Homo sapiens), O95372;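 active = inhibition above the screen-wide mean plus 3 SD, limit set per campaign, cut at about 26% in these data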;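 also: 0% = LYPLA2 with DMSO and 100% = wells lacking LYPLA2 enzyme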
# PREPL inh: PREPL enzyme inhibitors, primary screen, biochemical, fluorescence polarization | Prolyl endopeptidase-like (Homo sapiens), Q4J6C6 | recombinant PREPL, fluorescence polarization activity-based probe | inhibition, % at 5.96 µM | actives 0.68% (n = 320,000) | AID 2751, 2010; in the data active = inhibition above about 43%;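 also: 0% = enzyme with DMSO and 100% = wells lacking enzyme; many of its hits are not listed in these tables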
# Target sequence (Q4J6C6 whole entry, looked up): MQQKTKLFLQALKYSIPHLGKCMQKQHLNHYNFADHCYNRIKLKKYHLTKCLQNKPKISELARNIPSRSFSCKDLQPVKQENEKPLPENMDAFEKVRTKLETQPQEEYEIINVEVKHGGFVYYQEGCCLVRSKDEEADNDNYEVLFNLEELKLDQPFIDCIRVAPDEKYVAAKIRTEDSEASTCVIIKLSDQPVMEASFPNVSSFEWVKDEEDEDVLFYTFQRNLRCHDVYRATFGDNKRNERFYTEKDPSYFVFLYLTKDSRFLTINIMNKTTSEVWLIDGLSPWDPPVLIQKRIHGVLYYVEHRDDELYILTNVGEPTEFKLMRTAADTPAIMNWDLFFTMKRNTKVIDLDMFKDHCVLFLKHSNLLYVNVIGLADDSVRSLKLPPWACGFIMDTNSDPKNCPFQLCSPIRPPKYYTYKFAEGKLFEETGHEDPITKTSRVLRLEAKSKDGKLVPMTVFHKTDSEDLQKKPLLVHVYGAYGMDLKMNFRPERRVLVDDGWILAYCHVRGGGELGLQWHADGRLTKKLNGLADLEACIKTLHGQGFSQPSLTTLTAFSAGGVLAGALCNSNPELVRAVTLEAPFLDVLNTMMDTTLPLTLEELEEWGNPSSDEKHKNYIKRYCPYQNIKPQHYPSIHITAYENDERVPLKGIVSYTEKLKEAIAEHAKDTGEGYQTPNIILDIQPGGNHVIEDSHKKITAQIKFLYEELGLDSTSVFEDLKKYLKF
# LYPLA1 counter: LYPLA1 inhibitors, primary screen, counter-screen for PME1 inhibitor project, biochemical, fluorescence polarization, FP-Rh probe ABPP; actives 0.16% (n = 320,000); Acyl-protein thioesterase 1 (Homo sapiens), O75608; inhibition, % at 5.9 µM; recombinant LYPLA1;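 active = inhibition above the mean of all tested compounds plus 3 SD, set per campaign, cut at about 14% in these data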;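 also: inhibitors block serine hydrolase probe labeling of LYPLA1 so polarization falls; 0% = enzyme with DMSO and 100% = wells lacking LYPLA1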
# * = called active by the depositor; . = no result given. These rows are one share of the data; the hit share may differ from the screen's.
# Order of results: ZTA counter	EBNA-1 inh	PAD4 FP inh	PAFAH2 inh	GSTO1 inh	PAFAH1B3 FP inh	LYPLA2 inh	PREPL inh	LYPLA1 counter
- O=C(COC(=O)C(O)c1ccccc1)NC12CC3CC(CC(C3)C1)C2 (stereo unspecified)
  -5	-18	-10	14	14	0	-2	1	2
- COc1ccccc1OC(=O)CCc1nc2ccccc2s1
  -5	-18	-15	11	-12	13	-5	39	0
- Cc1ccc2c(c1)c(N=O)c(O)n2Cc1ccc(Cl)cc1
  -15	-5	-3	-20	-1	-27	-30	-14	-15
- Cc1ccc(C(=O)NCCn2ccc3ccccc32)cc1[N+](=O)[O-]
  5	-5	1	2	5	7	4	-1	1
- COc1ccc(NC(=O)CCCNS(=O)(=O)c2cccs2)cc1
  -13	7	-1	-1	2	3	-1	-6	1
- Cc1cc(C(=O)COC(=O)c2ccc(O)cc2)c(C)n1CC(F)(F)F
  -2	.	-1	31*	.	2	1	-3	-2
- Cc1[nH]c2ccccc2c1/C=N/Nc1nncn1N
  6	-3	35*	-1	23	10	1	12	0
- CCN(CC)C(=O)Cn1ccc(NC(C)=O)nc1=O
  0	-12	5	-4	4	4	2	6	1
- COc1cc(NC(=O)C2=C(C)OCCS2)c(Cl)cc1C(=O)NCCN1CCN(C)CC1
  2	1	-4	2	1	8	1	2	-1
- CCOC(=O)NC(=O)CSc1nc2ccccc2[nH]1
  -10	8	-1	7	-9	6	1	2	-2
- CC(Oc1ccccc1)c1ccnc2nc(/N=C/N(C)C)nn12 (stereo unspecified)
  5	-16	2	1	4	0	-3	8	-2
- O=C(Nc1ccccc1)c1cc(S(=O)(=O)Nc2cccnc2)ccc1Cl
  1	10	-3	1	-2	4	-2	-3	-2
- O=S(=O)(Nc1cccc(-c2ccc(N3CCCCCC3)nn2)c1)c1ccccc1F
  -4	-18	1	1	-1	3	-7	6	0
- CCOC(=O)CSc1nnc2n(C3CCCCC3)c(=O)c3c4c(sc3n12)CCCC4
  0	-8	-1	2	-1	5	2	5	0
- CCCCOc1ccc(C(=O)N/C(=C/C=C/c2ccccc2)C(=O)O)cc1
  9	5	2	1	-1	2	13	4	-2

# (listing goes on)
# Order of results: ZTA counter	EBNA-1 inh	PAD4 FP inh	PAFAH2 inh	GSTO1 inh	PAFAH1B3 FP inh	LYPLA2 inh	PREPL inh	LYPLA1 counter
- CCOC(=O)CSc1nc(N2CCOCC2)c2c(c1C#N)CC(C(C)C)OC2 (stereo unspecified)
  8	7	-1	3	-4	5	1	-6	0
- Cc1ccc(N(C)S(=O)(=O)c2ccc(-c3cc(C)no3)s2)cc1
  7	4	0	-1	7	8	-7	-38	-3
- O=C(OCCN1C(=O)c2ccccc2C1=O)[C@@H]1CC(O)CN1S(=O)(=O)c1ccccc1[N+](=O)[O-] (stereo partly specified)
  .	.	7	4	.	-2	.	3	.
- COc1cc(NC(=O)CCS(=O)(=O)c2ccc3c(c2)n(C)c(=O)c(=O)n3C)cc(OC)c1
  -25	0	5	9	1	6	1	13	5
- O=C(COc1ccc(F)cc1Cl)Nc1ccc(N2CCOCC2)cc1N1CCOCC1
  8	-1	1	20	-9	-6	-4	21	-1
- COCCN(C(=O)COC(=O)c1ccco1)c1c(N)n(Cc2ccccc2)c(=O)[nH]c1=O
  0	0	-2	4	-1	4	-3	-5	1
- COc1ccc(CNC(=O)COC(=O)[C@H](Cc2ccccc2)NC(=O)c2cccs2)cc1
  .	.	1	5	.	15	.	-6	.
- Cc1ccc(S(=O)(=O)NC(CC(C)C)C(=O)Nc2nccs2)cc1 (stereo unspecified)
  -5	-1	1	3	10	9	2	14	-3
- COc1ccc2nc(NCc3ccccc3)[nH]c2c1
  -3	9	2	-9	1	-1	5	13	-2
- COc1cc2cnc(-c3cccnc3)cc2cc1OC
  .	.	2	6	.	12	.	32	.
- Cc1cc(C)cc(OCC(=O)OCC(=O)Nc2cc(S(=O)(=O)N3CCOCC3)ccc2Cl)c1
  .	.	-7	2	.	6	.	6	.
- c1ccc(C2Nc3ccccc3-c3nc4ccccc4n32)nc1 (stereo unspecified)
  -3	6	-5	5	-9	3	3	4	-3
- CC(OC(=O)c1ccc2ncsc2c1)C(=O)N1CCCC1 (stereo unspecified)
  -10	-3	4	.	7	.	7	20	0
- Cc1ncc([N+](=O)[O-])n1CC(=O)NC1CCCC1
  9	7	5	-3	9	14	4	26	2
- Cc1ccccc1OCCCCCCN1CCNCC1
  -20	-5	-3	1	12	-1	-8	4	-4

# Additional records
# Order of results: ZTA counter	EBNA-1 inh	PAD4 FP inh	PAFAH2 inh	GSTO1 inh	PAFAH1B3 FP inh	LYPLA2 inh	PREPL inh	LYPLA1 counter
- CCn1nccc1C(=O)Nc1ccc(S(=O)(=O)NC23CC4CC(CC(C4)C2)C3)cc1
  -14	-10	-3	-1	-14	5	-16	-16	-14
- ClCc1csc(-c2ccccc2Cl)n1
  -10	5	-3	-4	94*	10	0	-3	-4
- O=C(CN1CCN(S(=O)(=O)c2ccc(F)c(Cl)c2)CC1)N1CCOCC1
  6	.	-4	-1	.	4	-1	22	1
- COc1cccc(C2CC(c3cccs3)Nc3ncnn32)c1 (stereo unspecified)
  0	5	5	7	1	13	11	-37	-3
- COc1ccc2nc(C)c3c(c2c1)OC(C(C)(Cl)Br)C3 (stereo unspecified)
  8	8	-3	-5	0	-2	-8	-10	-6
- CS(=O)(=O)c1nc(-c2cccs2)cc(C(F)(F)F)n1
  5	-2	10	.	-32	.	-15	-9	-6
- CC1CCN(S(=O)(=O)c2cccc(C(=O)Nc3ccccc3)c2)CC1
  -8	-16	-3	-1	0	10	-3	-15	-2
- CCn1nc(C(=O)NNC(=O)C(Cc2ccccc2)NC(N)=O)c2ccccc2c1=O (stereo unspecified)
  .	.	0	7	.	6	.	4	.
- COc1ccc(C(=O)N[C@H](C(=O)NCCCn2nc(C)cc2C)C(C)C)cc1
  .	.	-1	7	.	1	.	5	.
- CCN1CCN(c2cc(=O)n(-c3cc(Cl)ccc3C)c(=O)[nH]2)CC1
  1	-4	1	-8	2	-5	-7	7	0
- O=C(Cn1ccc2ccccc2c1=O)NCCC(=O)Nc1ccc(F)cc1F
  -13	-13	-1	-7	5	2	4	2	0
- CCc1n[nH]c(=S)n1/N=C/c1ccc(-c2ccc(Br)cc2)o1
  -11	5	1	-1	5	9	-2	4	0
- O=S(=O)(NNc1nccc(C(F)(F)F)n1)c1cccc(Cl)c1Cl
  -13	-3	1	0	-1	-2	1	-26	-1
- Nc1ncnc2c1ncn2[C@@H]1O[C@H](CN=C2NS(=O)(=O)c3ccccc32)[C@@H](O)[C@H]1O
  .	.	2	2	.	7	.	2	.
- CCN(CC)S(=O)(=O)c1cccc(C(=O)NC2CCCCC2)c1
  5	4	5	2	6	0	2	14	0

# Arranged by molar mass (high to low): 10 of the compounds above.
# Order of results: ZTA counter	EBNA-1 inh	PAD4 FP inh	PAFAH2 inh	GSTO1 inh	PAFAH1B3 FP inh	LYPLA2 inh	PREPL inh	LYPLA1 counter
- Nc1ncnc2c1ncn2[C@@H]1O[C@H](CN=C2NS(=O)(=O)c3ccccc32)[C@@H](O)[C@H]1O
  .	.	2	2	.	7	.	2	.
- CCn1nccc1C(=O)Nc1ccc(S(=O)(=O)NC23CC4CC(CC(C4)C2)C3)cc1
  -14	-10	-3	-1	-14	5	-16	-16	-14
- O=C(CN1CCN(S(=O)(=O)c2ccc(F)c(Cl)c2)CC1)N1CCOCC1
  6	.	-4	-1	.	4	-1	22	1
- COc1ccc(C(=O)N[C@H](C(=O)NCCCn2nc(C)cc2C)C(C)C)cc1
  .	.	-1	7	.	1	.	5	.
- CCc1n[nH]c(=S)n1/N=C/c1ccc(-c2ccc(Br)cc2)o1
  -11	5	1	-1	5	9	-2	4	0
- COc1ccc2nc(C)c3c(c2c1)OC(C(C)(Cl)Br)C3 (stereo unspecified)
  8	8	-3	-5	0	-2	-8	-10	-6
- CCN(CC)S(=O)(=O)c1cccc(C(=O)NC2CCCCC2)c1
  5	4	5	2	6	0	2	14	0
- COc1cccc(C2CC(c3cccs3)Nc3ncnn32)c1 (stereo unspecified)
  0	5	5	7	1	13	11	-37	-3
- CS(=O)(=O)c1nc(-c2cccs2)cc(C(F)(F)F)n1
  5	-2	10	.	-32	.	-15	-9	-6
- ClCc1csc(-c2ccccc2Cl)n1
  -10	5	-3	-4	94*	10	0	-3	-4

# The list goes on.
# Order of results: ZTA counter	EBNA-1 inh	PAD4 FP inh	PAFAH2 inh	GSTO1 inh	PAFAH1B3 FP inh	LYPLA2 inh	PREPL inh	LYPLA1 counter
- Cc1ccn(CCC(=O)N2c3ccccc3CC2C)n1 (stereo unspecified)
  9	0	-2	-5	7	0	11	-2	-3
- CC1=NOC(=O)/C1=C\c1ccc(-c2ccc(Br)cc2C(=O)O)o1
  -13	-6	-2	5	7	7	-6	-4	-2
- O=C(O)C1CCCCN1C(=O)c1cc2c(s1)CCCCC2 (stereo unspecified)
  -2	.	-2	1	.	-1	-5	3	-1
- C=CCSc1n[nH]c(-c2ccc(OCCC)cc2)n1
  14	6	-6	-8	-1	5	10	2	-1
- CCC1=NN(C(=O)c2ccc([N+](=O)[O-])cc2)C(O)(c2ccccc2)C1 (stereo unspecified)
  1	3	2	9	-3	12	2	0	3
- O=S(=O)(NCC1CCN(c2ccc(S(=O)(=O)N3CCOCC3)cc2)CC1)c1ccc(F)cc1
  -6	-20	-1	-6	-4	3	14	-6	-3
- O=C(c1ccc2[nH]ccc2c1)N1CCCC(Nc2ccccc2)C1 (stereo unspecified)
  -17	-2	-9	-5	6	5	11	22	4
- COc1cccc(N2C(=O)CC(N3CCN(C(=O)c4ccco4)CC3)C2=O)c1 (stereo unspecified)
  4	-17	-9	-11	3	6	4	6	1
- S=c1[nH]cnc2scc(-c3ccc(Cl)cc3)c12
  -3	-12	0	.	-7	.	-5	-3	-4
- CNc1nc2cc([N+](=O)[O-])c([N+](=O)[O-])cc2nc1NC
  14	16	5	8	-2	-3	4	5	5
- COC(=O)c1ccc([N+](=O)[O-])cc1N1C(=O)C2C3CCC(C3)C2C1=O (stereo unspecified)
  -8	-7	2	3	5	-5	-10	6	-1
- COC(=O)C1Sc2[nH]c(=O)sc2C(c2ccc(Cl)cc2)C1C(=O)OC (stereo unspecified)
  14	9	1	19	4	-3	-2	4	-1
- CCOc1ncccc1C(=O)N(C)CC(=O)Nc1ccccc1SC
  -14	-3	5	-8	8	3	4	15	1
- COc1ccc(C(=O)NCC2(c3ccccc3)CCCC2)c(OC)c1
  -6	7	-7	-1	2	8	-4	-14	-1
- COc1cccc(NC(=O)C2CCCN(c3ncnc4c3nc3n4CCCCC3)C2)c1 (stereo unspecified)
  8	-6	-2	3	-6	3	0	4	-6
- Cc1cc2c(c(SCC(=O)NCc3ccc(Cl)cc3)n1)C(=O)OC2
  -5	-3	-2	3	1	9	3	6	1

# 2 of the compounds above, with bars between the fields:
Compound | ZTA counter | EBNA-1 inh | PAD4 FP inh | PAFAH2 inh | GSTO1 inh | PAFAH1B3 FP inh | LYPLA2 inh | PREPL inh | LYPLA1 counter
COc1cccc(N2C(=O)CC(N3CCN(C(=O)c4ccco4)CC3)C2=O)c1 (stereo unspecified) | 4 | -17 | -9 | -11 | 3 | 6 | 4 | 6 | 1
S=c1[nH]cnc2scc(-c3ccc(Cl)cc3)c12 | -3 | -12 | 0 | . | -7 | . | -5 | -3 | -4
